# B2AR arrestin = agonists driving beta-arrestin recruitment to human beta2-adrenergic receptor; P07550; beta-arrestin recruitment to beta2AR, cell-based reporter; Potency, µM (titrated, usually from 46.1 µM), for inactives: top-dose activation, actives largely listed as activators; 0.02% of 330,000 active; AID 492947;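 also: potency is read from the fitted curve at half-maximal effect; 0% = DMSO controls and full agonism = EC100 isoproterenol or metaproterenol; nearly all actives have a fitted effect of over 65% in size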
# Target sequence (P07550 whole entry, looked up): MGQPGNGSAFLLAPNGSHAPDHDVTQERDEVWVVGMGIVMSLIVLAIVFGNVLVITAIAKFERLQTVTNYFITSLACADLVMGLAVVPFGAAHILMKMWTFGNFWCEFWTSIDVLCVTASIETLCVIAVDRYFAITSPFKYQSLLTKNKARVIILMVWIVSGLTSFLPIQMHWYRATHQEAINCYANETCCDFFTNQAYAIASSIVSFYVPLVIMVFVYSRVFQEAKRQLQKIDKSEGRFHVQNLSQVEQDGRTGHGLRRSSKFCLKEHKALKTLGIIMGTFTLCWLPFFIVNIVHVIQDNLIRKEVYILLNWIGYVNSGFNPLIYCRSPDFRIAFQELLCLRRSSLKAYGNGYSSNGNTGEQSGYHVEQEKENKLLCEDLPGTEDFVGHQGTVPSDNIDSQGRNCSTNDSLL
# BRCA1 expr act = activators of BRCA1 expression | MCF7-BRCA1-FFLuc reporter, luminescence, 48 h; response scale: scaled: vehicle 0%, 10 µM genistein 100% | Potency, µM (series often up to 46.1 µM), for inactives: at the top dose activation, actives largely listed as activators | 1.1% of 380,000 active; also: potency is read from the fitted curve at half-maximal effect; nearly all actives have a fitted effect of over 80% in size; some results filed as inactive show a strong effect at the top dose
#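 Using MCF7 cells harboring a BRCA1 firefly luciferase reporter, plated 2 h before compound pinning, the screen measured luminescence after 48 h incubation. Responses were normalized to DMSO and 10 microM genistein, then fitted for concentration-effect.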
# Integrin act MD = integrin-mediated muscular dystrophy alleviation activation | 0.064% of 350,000 active | Potency, µM (highest dose often 38.3 µM), for the others: at the highest dose activation, actives largely listed as activators | alpha7betagal myoblasts, beta-gal FDG fluorescence, 48 h;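 also: potency is read from the fitted curve at half-maximal effect; 100% = response of the positive control SU9516; nearly all actives have a fitted effect of over 60% in size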
#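 Alpha7betagal+/- myoblasts (passage 13) were plated 16-24 hr, then exposed to compounds (1:260 dilution of DMSO stock) for 48 hours at 37C. After MPER lysis, β-galactosidase reporter activity was read as FDG fluorescence (ex 480/em 540) after 30 minutes.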
# CXXC DNA block = MLL CXXC-DNA interaction inhibition. Q03164. MLL-CXXC / FITC-HOXA9 DNA fluorescence polarization. Potency, µM (doses to about 115 µM), for inactives: at the top dose activity change, negative = inhibition, actives largely listed as inhibitors. 0.037% of 290,000 active; active = well fitted inhibition curve with a large enough effect in the polarisation, with a control signal flat, not every such curve was filed as active; inconclusive = small, poorly fitted or top-dose-only effect, or effect the other way, or a change in a side signal; inactive = no such curve, though single readings can be large or run the other way; the % refers to the polarisation; also: potency is read from the fitted curve at half-maximal effect
#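 Purified MLL-CXXC (added from a 7 uM solution) was preincubated 5 min at ambient with pinned compounds in 50 mM Tris-HCl pH 7.5, 50 mM NaCl, 1 mM DTT, 0.05% BSA. Fluorescein-labeled HOX-A9 DNA (50 nM solution) followed, 30 min, then polarization read.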
# TRPV1 agonist = human TRPV1 agonism; activation, % at 8.33 µM; Q8NER1; TRPV1-expressing cells, Fluo-8 calcium influx, agonist mode; 0.19% of 320,000 active; AID 540275; in the data active = activation above about 80%; inconclusive = between about 30% and that limit; also: 0% is about no effect
#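 Cells expressing TRPV1 were dye-loaded with Fluo-8 and read kinetically: 10 s baseline, 3 min after compound (agonist portion), then 2 min after EC20 capsaicin (allosteric enhancer portion). Calcium-bound dye fluorescence at 480/520 nm.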
# TCR act = activators of T cell receptors | primary human leukocytes, anti-CD3, IL-2 HTRF, 48 h | Potency, µM (top dose mostly 9.22 µM), for inactives: at the top dose activation of IL-2 secretion, usual class: activators | 330,000 tested, under 10 active; also: % of control where 0% means no effect
#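 Human primary leukocytes + a-CD3 beads + cpd, 48 hr; IL-2 in supernatant by HTRF (ex 320nm / em 665nm). No co-stimulatory signal supplied.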
# p53 reactivator = restores transcriptional activity of mutant p53; H1299 p53-A138V BP100-luciferase reporter, luminescence, 24 h; Potency, µM (doses to about 92.2 µM), without a hit: at the highest dose activity change, positive = activation, most hits filed as activators; 0.063% of 320,000 active; also: potency is read from the fitted curve at half-maximal effect; % of control where 0% means no effect; nearly all actives have a fitted effect of over 45% in size
#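 p53-null H1299 cells stably carrying temperature-sensitive p53-A138V and a BP100-luciferase reporter were pinned with compounds (4-point, 1:5 series) and held 24 hrs at 37 deg C. Luminescence was read 10 min after detection reagent.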
# TSG101-PTAP inh = blocks PTAP/TSG101 interaction to inhibit HIV-1 budding. AID 493005. 340,000 tested, under 10 active. Potency, µM (highest dose often 115 µM), inactives show at the top dose activity change, negative = inhibition, hits mostly inhibitors. Fluorescence polarization, FITC-PTAP peptide / Tsg101 binding. Q99816; active = well fitted inhibition curve with a large enough effect in the main read-out, with a control signal flat, not every such curve was filed as active; inconclusive = small, poorly fitted or top-dose-only effect, or effect the other way, or a change in a side signal; inactive = no such curve, though single readings can be large or run the other way; also: potency is read from the fitted curve at half-maximal effect; % of control where 0% means no effect
# Target sequence (Q99816 whole entry, looked up): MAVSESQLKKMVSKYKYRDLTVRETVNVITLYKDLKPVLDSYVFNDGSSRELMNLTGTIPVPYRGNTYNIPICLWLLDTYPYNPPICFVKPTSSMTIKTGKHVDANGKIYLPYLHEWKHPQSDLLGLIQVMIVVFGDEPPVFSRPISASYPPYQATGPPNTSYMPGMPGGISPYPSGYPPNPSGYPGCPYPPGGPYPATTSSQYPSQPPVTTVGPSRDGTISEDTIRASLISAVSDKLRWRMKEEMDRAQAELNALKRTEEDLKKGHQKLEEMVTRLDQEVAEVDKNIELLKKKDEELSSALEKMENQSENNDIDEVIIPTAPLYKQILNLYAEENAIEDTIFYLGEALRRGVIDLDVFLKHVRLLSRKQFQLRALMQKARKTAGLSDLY
#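 Steps: Tsg101 binding domain dispensed (10 uM final), compounds pinned in DMSO, FITC-labeled PTAP-motif peptide added (50 nM final); after 20 min binding at room temperature, polarization measured.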
# AT treatment = candidate therapy for ataxia-telangiectasia | […] A-T fibroblasts, KAP-1 phosphorylation AlphaLISA; neocarzinostatin DNA damage 30 min before lysis | Potency, µM (highest dose often 57.5 µM), without a hit: top-dose activation, actives largely listed as activators | 0.19% of 320,000 active | AID 485349; also: potency is read from the fitted curve at half-maximal effect; % of control where 0% means no effect; nearly all actives have a fitted effect of over 45% in size
#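 hTERT-immortalized A-T patient fibroblasts ([…]), 500 cells/well in OPTI-MEM, 1% FBS, got compounds for 60 min, then NCS for 30 min at 37C. Lysates were then assayed for phospho-KAP-1 by AlphaLISA (anti-pKAP1 donor, anti-KAP1 acceptor beads), 6 hr at 25C.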
# ELG1 repair inh = inhibitors of ELG1-dependent DNA repair in HEK293T cells; HEK293T ELG1-luciferase reporter, luminescence, 16 h; DNA damage induced by 5-fluorouridine; Potency, µM (series often up to 46.1 µM), for inactives: at the top dose activity change, negative = inhibition, usual class: inhibitors; 2.3% of 330,000 active; AID 504467; also: potency is read from the fitted curve at half-maximal effect; % is scaled to controls: 0 for no effect and ±100 for the full control effect; nearly all actives have a fitted effect of over 55% in size
#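 Cells (2,000 per well) received 5-fluorouridine plus test compound or DMSO and were incubated 16 hr at 37 °C, 5% CO2. Luciferase activity was read by luminescence 30 min after ONE-Glo addition; signal suppression marked inhibition of damage-induced ELG1 function.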
# The depositor's hits bear a star; ? = inconclusive; / = not tested or not shown; [ ] = dose if it differs, or a comment. Unless noted, calls follow the shape of the dose curve; as a rule, active = well fitted curve in the direction sought with a large enough effect; inconclusive = small, poorly fitted or top-dose-only effect, or another doubt; inactive = no such curve, though single readings can be large; an effect the other way counts as inactive or inconclusive.
SMILES,B2AR arrestin,BRCA1 expr act,Integrin act MD,CXXC DNA block,TRPV1 agonist,TCR act,p53 reactivator,TSG101-PTAP inh,AT treatment,ELG1 repair inh
O=C(Cn1cc2c(n1)CCCCC2)Nc1c(F)c(F)cc(F)c1F,0.1%,6%,25%,-3%,17,-4%,4%,0%,5%,1%
O=C(NCC(c1ccco1)N1CCOCC1)c1cccc([N+](=O)[O-])c1 (centres undefined),0.1%,2%,-5%,-2%,0,-25%,6%,1%,0%,-1%
O=c1c2ccccc2oc2ccc(NCCCn3ccnc3)cc12,0.2%,?,10%,21%,4,4%,10%,1%,-3%,?
C=CCNC(=O)/C(C#N)=C/c1ccccc1Cl,0.4%,-29%,-23%,14%,3,4%,-3%,-3%,13%,?
Cc1cc(C)c(NC(=O)CS(=O)CC(=O)Nc2cccnc2)c(C)c1 (centres undefined),-0.5%,12%,25%,15%,-2,7%,1%,0%,6%,-2%
CC(C)OC(=O)/C(=C\c1cccnc1)NC(=O)c1ccccc1,0.2%,0%,-44%,-7%,4,-8%,-2%,0%,1%,5%
O=C(N1CCN(S(=O)(=O)c2ccc(Cl)cc2)CC1)n1ccnc1,-1.2%,1%,21%,/,/,5%,0%,0%,8%,5%
Cc1cccc(C)c1NC(=O)N1CCN(C2CCCCC2)CC1,-1.0%,15%,1%,-2%,2,1%[46.1 µM],-3%,-3%,/,25%
O=C(CSc1nc(-c2ccccc2)cc(C(F)(F)F)n1)NCc1cccs1,-0.3%,-6%,0%,3%,?,0%[46.1 µM],-10%,-2%,0%,-1%
CC(=O)c1ccc(NC(=O)CSc2ccc(-c3ccc(-n4cccn4)cc3)nn2)cc1,-0.2%,27%,9%,/,0,13%,8%,-4%,-14%,?
CC(OC(=O)c1ccc(Cl)c([N+](=O)[O-])c1)C(=O)N1CCN(Cc2ccccc2)CC1 (centres undefined),-0.7%,-67%,-58%[inhibitor],/,11,-9%,7%,-7%,-15%,-6%
COc1ccc2nc(/N=C/c3c(C)[nH]n(-c4ccc(C)cc4)c3=O)sc2c1,-0.2%,34%,-1%,2%,-1,4%[46.1 µM],13%,-4%,5%,?
COc1ccc(-n2c(=O)[nH]cc(C(=O)N3CCc4ccccc43)c2=O)cc1,-1.0%,5%,0%,-6%,3,-4%[46.1 µM],-6%,-2%,-2%,0%
O=C(C(Cc1ccccc1)N1C(=O)C2C3C=CC(C3)C2C1=O)N1CCCCCC1 (centres undefined),/,-9%,14%,-1%,3,5%,/,-7%,/,/
CCOC(=O)C(=O)Nc1nnc(C2CCCCC2)s1,0.3%,0%,1%,-5%,3,-6%,5%,-3%,6%,8%
CCn1cnc2scc(-c3ccc(OC)cc3)c2c1=O,0.1%,-29%,-24%,11%,0,1%,-18%,-5%,14%,-7%
O=C(NCCC1CCCCN1S(=O)(=O)c1ccccc1)C(=O)NCc1cccnc1 (centres undefined),0.0%,-35%,-8%,/,1,-3%,2%,-1%,8%,0%
CCn1c(SCC(=O)NCC(=O)Nc2ccc(F)cc2)nnc1-c1ccncc1,-1.0%,1%,-10%,-7%,0,0%,-1%,-1%,2%,11%
CN(Cc1ccccc1)C(=O)COC(=O)Cc1ccc(Cl)cc1,-0.8%,-10%,7%,/,/,1%[46.1 µM],-6%,-7%,15%,3%
CCN(CC(=O)Nc1ccc2c(c1)OCCO2)C(=O)/C=C/c1ccccc1,0.0%,-4%,-6%,1%,-11,3%,6%,0%,7%,19%
COc1ccc(Nc2nc(C(=O)NCCCN3CCOCC3)cs2)cc1,-0.1%,-5%,17%,-2%,0,1%,0%,0%,9%,-4%
CCOC(=O)c1nn(-c2ccccc2F)c(C)c1C(C)=O,-1.0%,-13%,17%,-15%,/,6%,5%,-1%,-1%,6%
Cc1ccc(NC(=O)Cc2nn(C)c(=O)c3ccccc23)cc1F,0.1%,-40%,-27%,-1%,-3,-2%,1%,1%,3%,?
Cc1ccc(S(=O)(=O)N(Cc2cc3ccccc3[nH]c2=O)c2cccc(C)c2)cc1,3.5%,-18%,4%,2%,6,-4%,2%,-6%,6%,-4%
COc1ccc(-c2cnc(N)n2CC2CCCO2)cc1 (centres undefined),0.6%,18%,-17%,-3%,-1,0%,?,0%,4%,-5%
Cc1ccc(NC(=O)C(c2ccccc2)C2CCCC2)cc1 (centres undefined),-0.3%,-17%,?,-3%,?,0%[46.1 µM],-3%,-3%,2%,-2%
COc1ccc(-n2nnnc2SC(C)C(=O)NCC(=O)Nc2ccc(F)c(F)c2F)cc1 (centres undefined),-0.2%,-22%,9%,-4%,-1,7%[46.1 µM],-21%,1%,5%,?
CCCNc1nc(Nc2ccc(C)cc2)nc(N2CCCC2)n1,-0.9%,-50%,-38%,4%,?,3%,2%,-2%,/,?
c1ccc(Sc2ncnc3c2oc2ccccc23)cc1,-0.2%,?,15%,17%,7,2%,17%,-5%,7%,?
O=c1[nH]c2cc(Cl)ccc2n(CCNc2ncc(C(F)(F)F)cc2Cl)c1=O,0.4%,-5%,8%,25%,1,-38%,-4%,-10%,9%,14%
CCN(CC)CCN(C(=O)c1ccc(S(=O)(=O)N(C)C2CCCCC2)cc1)c1nc2ccc(OC)cc2s1,0.0%,-14%,-33%,16%,-1,-1%,12%,0%,2%,12%
COc1ccccc1C(CNC(=O)c1ccco1)N1CCCC1 (centres undefined),0.0%,-9%,-34%,/,0,3%,6%,-5%,-4%,?
CCCC(C)NC(=O)Cc1ccccc1 (centres undefined),-0.6%,6%,3%,-4%,12,-2%,-4%,-2%,11%,-9%
O=C(CN1C(=O)c2ccccc2C1=O)NCc1ccc(F)cc1,-0.5%,-11%,22%,19%,-4,/,/,-1%,6%,12%
Cc1ccc(OCC(=O)N2CC(C)OC(C)C2)c([N+](=O)[O-])n1 (centres undefined),-0.2%,-10%,36%,7%,0,-8%,19%,-1%,-2%,-13%
[N-]=[N+]=NCCN1CCN(Cc2ccccc2)CCC1=O,-0.1%,10%,0%,-3%,-3,-7%,/,-5%,-11%,11%
O=C(NC1CCCCC1)c1cc(C2CC2)on1,0.0%,?,?,0%,9,2%,20%,-1%,11%,?
CCC1CCCCN1C(=O)CSc1nnc(CNC(=O)c2ccco2)o1 (centres undefined),-0.2%,8%,13%,-18%,1,-2%,3%,-5%,-3%,5%
O=C1OCCC1Sc1nnc(-c2ccc(Cl)cc2)n1Cc1ccccc1 (centres undefined),-0.4%,-2%,-3%,3%,4,0%[46.1 µM],-13%,-2%,3%,11%
COc1ccc(CC(=O)NCc2n[nH]c(=S)n2-c2cccc(C)c2)cc1,0.2%,-14%,-8%,0%,-3,7%,-2%,-2%,-2%,-1%
CC1CCC(NC(=O)c2ccc3c(c2)OCO3)CC1 (centres undefined),-0.7%,-10%,-30%,?,?,-2%,13%,-3%,6%,?
N#C/C(=C\N1CCOCC1)S(=O)(=O)c1ccc(Cl)cc1,-0.1%,-10%,29%,-3%,-3,-5%,-1%,0%,-2%,-1%
O=C(O)c1ccc(-n2nncc2-c2ccco2)cc1,0.0%,-1%,4%,11%,0,-2%,5%,-10%,-1%,10%
COc1ccc(-n2nc(C(=O)NCC(=O)NCC3COc4ccccc4O3)c3ccccc3c2=O)c(OC)c1 (centres undefined),0.1%,-20%,-23%,4%,0,4%,-4%,-2%,-3%,-16%
Cc1cc(N)n(-c2ccc(Cl)cc2)n1,-0.3%,-12%,2%,4%,-5,5%,15%,-2%,-3%,18%
COc1ccc(CN(C)Cc2nc(Cc3cccc(F)c3)no2)c2cccnc12,-0.1%,-44%,-52%[inhibitor],-6%,10,-7%,-1%,-5%,7%,?
CC1(c2cccc(Br)c2)NC(=O)N(CC(=O)Nc2ccc3c(c2)OCCO3)C1=O (centres undefined),-0.2%,10%,-14%,/,/,-14%,-9%,-1%,0%,-24%
COc1ccc(CCn2c(-c3cc([N+](=O)[O-])cc([N+](=O)[O-])c3)nc3nc4ccccc4nc32)cc1OC,-0.4%,13%,14%,14%,-5,-3%[46.1 µM],-3%,-2%,-3%,?
Cc1ccccc1C(=O)Nc1cccc(-c2cn3ccccc3n2)c1,0.4%,-2%,13%,-1%,1,-3%,17%,1%,-2%,?
O=C(C=Cc1cccs1)c1cccs1,/,4%,6%,/,/,1%,/,1%,/,/

# Given with values under each structure: 2 of the compounds above
# Value order – B2AR arrestin	BRCA1 expr act	Integrin act MD	CXXC DNA block	TRPV1 agonist	TCR act	p53 reactivator	TSG101-PTAP inh	AT treatment	ELG1 repair inh
- O=C(NC1CCCCC1)c1cc(C2CC2)on1
 : 0.0%	?	?	0%	9	2%	20%	-1%	11%	?
- CCC1CCCCN1C(=O)CSc1nnc(CNC(=O)c2ccco2)o1 (centres undefined)
 : -0.2%	8%	13%	-18%	1	-2%	3%	-5%	-3%	5%

# Assay outcomes from PubChem BioAssay.
